Compound activity: PubChem BioAssay, Broad Institute
ERAP1 inh: human ERAP1 aminopeptidase inhibitors, primary screen, biochemical, single point, plate reader | hit rate 0.15% among 340,000 | inhibition, % at 10.7 µM | Endoplasmic reticulum aminopeptidase 1 (Homo sapiens), Q9NZ08 | recombinant ERAP1, Leu-AMC fluorescence, 60 min;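 active means mean replicate inhibition of at least 30%, or all replicates individually reaching that 30% level; inactive means mean below 30% and not every replicate reaching it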;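 further: 0% = neutral control wells and 100% = L-leucinethiol positive control wells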
Target sequence (Q9NZ08 whole entry, looked up): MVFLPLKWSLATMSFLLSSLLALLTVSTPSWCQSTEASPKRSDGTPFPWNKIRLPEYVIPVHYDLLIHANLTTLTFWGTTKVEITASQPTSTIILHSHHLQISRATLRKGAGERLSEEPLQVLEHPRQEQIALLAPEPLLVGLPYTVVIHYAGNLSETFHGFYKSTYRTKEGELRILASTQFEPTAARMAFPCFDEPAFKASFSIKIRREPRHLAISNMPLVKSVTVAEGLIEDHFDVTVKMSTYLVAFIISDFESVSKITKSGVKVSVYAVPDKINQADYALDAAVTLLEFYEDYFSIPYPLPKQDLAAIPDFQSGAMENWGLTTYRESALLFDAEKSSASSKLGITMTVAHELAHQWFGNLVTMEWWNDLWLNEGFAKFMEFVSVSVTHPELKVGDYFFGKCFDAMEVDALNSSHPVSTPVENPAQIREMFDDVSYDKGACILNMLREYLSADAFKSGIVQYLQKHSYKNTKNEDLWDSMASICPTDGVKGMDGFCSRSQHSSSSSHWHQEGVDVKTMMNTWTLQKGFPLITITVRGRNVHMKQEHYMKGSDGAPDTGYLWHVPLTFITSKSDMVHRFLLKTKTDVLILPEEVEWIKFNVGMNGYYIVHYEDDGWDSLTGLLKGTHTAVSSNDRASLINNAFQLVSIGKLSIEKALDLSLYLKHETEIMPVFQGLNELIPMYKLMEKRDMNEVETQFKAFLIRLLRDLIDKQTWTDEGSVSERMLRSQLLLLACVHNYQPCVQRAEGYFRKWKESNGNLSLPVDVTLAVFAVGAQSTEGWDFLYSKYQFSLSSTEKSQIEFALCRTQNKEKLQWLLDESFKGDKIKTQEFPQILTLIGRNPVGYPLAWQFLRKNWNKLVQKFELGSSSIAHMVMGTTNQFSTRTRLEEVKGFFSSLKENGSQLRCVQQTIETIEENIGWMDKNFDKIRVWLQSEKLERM
LGR2 antag: inhibitors of bursicon-induced LGR2 CRE-luciferase signal, primary screen, cell-based, HEK293, CRE-luciferase reporter, bursicon stimulation | bursicon-stimulated, 4 h | inhibition, % at 9.99 µM | hit rate 0.35% among 380,000 | AID 720647, 2013;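 active means drop in luminescence signal, shown as inhibition above about 50% in the replicate tests, limit read from the data, passing the limit was not always enough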;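 further: agonist challenge used bursicon conditioned medium at about half maximal strength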
Statin myotox sup: suppressors of statin myotoxicity in C2C12 myotubes, primary screen, cell-based, single point, plate reader | hit rate 0.78% among 330,000 | C2C12 myotubes + simvastatin, ATP luminescence, 48 h; scaled: DMSO 0, geranylgeraniol control 100 | rescue of ATP level, % at 7.49 µM;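 active means mean ATP rescue above about 67%, or every replicate alone reaching that limit, limit read from the data, passing the limit was not always enough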;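 further: myotubes were challenged with 10 µM simvastatin during compound exposure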
S100A4 inh HTS: inhibitors of S100A4-myosin IIA peptide binding, primary screen, biochemical, fluorescence polarization, TAMRA-MyoIIA peptide; AID 652163, 2013; inhibition, % at 10.7 µM; hit rate 0.14% among 360,000;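 active means mean inhibition of at least 70% across replicates, with every replicate also reaching that level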
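assay system = human S100A4 monomer with TAMRA-labelled myosin IIA peptide | also added = labelled myosin peptide probe, 5 nM | incubation = 5 min between mix addition and reading | control set = DMSO and TFP controls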
Xi reactivation: activators of inactive X chromosome reactivation, primary screen, imaging, XiGFP fibroblasts, GFP high-content imaging, set 2; XiGFP mouse fibroblasts, % GFP-positive cells imaging, 3 d; cells co-treated with 5-aza-dC sensitizer; scaled so ellipticine positive control = 100%; activation, % at 7.58 µM; hit rate 0.055% among 360,000; AID 743238, 2013;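 active means mean normalized replicate activation at least 10% and every replicate at or above 10%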;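 further: 0% = median of on-plate neutral control wells and 100% = ellipticine 6 µM median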
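Material: XiGFP fibroblasts, SV40-immortalized. Buffer or medium: DMEM plus 5-aza-dC sensitizer. Compound: single concentration per compound, delivered by pin transfer. Times: 3 days compound exposure. Controls: ellipticine 6 µM.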
PGC1a acetyl inh: inhibitors of PGC1a acetylation signal, primary screen, cell-based, U2OS, AlphaScreen, inhibitor mode | AlphaScreen anti-acetyl-lysine; with virally co-expressed GCN5 acetyltransferase | AID 651687, 2012 | hit rate 0.17% among 350,000 | inhibition, % at 15.6 µM;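 active means every replicate shows inhibition of at least 40%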;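 further: 0% = neutral control wells and 100% = positive control wells; some results beyond the cut were filed as inactive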
Cneo AK release: Cryptococcus neoformans cell lysis inducers, primary screen, AK release luminescence, single concentration. C. neoformans lysis, adenylate kinase release luminescence, 4 h; normalised: neutral wells 0, clomiphene wells 100. lysis activity, % at 15 µM. hit rate 0.2% among 360,000. AID 651654, 2012;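 active means mean lysis activity across replicates of at least 80%, whatever share of replicates individually reach that level; inactive means mean lysis activity below 80%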
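Signal: Adenylate kinase release luminescence | Assay system: Log-phase Cryptococcus neoformans yeast cells | Input: Cells at 5 × 10^6 per mL | Buffer or medium: Fresh YPD growth medium | Compound: Single dose | Schedule: Static 4 h at 37 °C with compound, 1 h detection | Controls: Clomiphene | Read-out: Luminescence rise reflecting yeast cell lysis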
SIRT5 inh: SIRT5 desuccinylase inhibitors, primary screen, biochemical, fluorescence imaging, single point, set 5. NAD-dependent protein deacylase sirtuin-5, mitochondrial (Homo sapiens), Q9NXA8. inhibition, % at 15 µM. hit rate 1.1% among 330,000. Purified SirT5, succinyl-peptide AMC, trypsin-coupled fluorescence; in the data active means inhibition above about 15%
The depositor's hits bear a star; x = no result given.

nr	canonical_smiles	ERAP1 inh	LGR2 antag	Statin myotox sup	S100A4 inh HTS	Xi reactivation	PGC1a acetyl inh	Cneo AK release	SIRT5 inh
1	CCC1Oc2ccccc2N(CC(=O)N2CCCC2)C1=O (centres undefined)	5	15	1	-3	-0.2	0	2	-2
2	COc1ccc(C(=O)N/N=C(\C)Cn2cnc([N+](=O)[O-])n2)cc1	2	17	0	-1	-0.1	-10	1	-3
3	CC1CC(C)(C)CC2(C1)NC(=O)N(CC(=O)Nc1ccc(N3CCCCC3)cc1)C2=O (centres undefined)	-1	-1	-27	-14	0.0	x	4	2
4	CCN1CCN(C(=O)CCc2nnc(CCCCc3ccccc3)o2)[C@@H](C)C1=O	-2	13	x	2	0.0	x	x	-8
5	COc1ccc(CNC(=O)c2cc(=O)c3cc(C)c(C)cc3o2)cc1	-3	-9	1	0	0.1	x	6	-2
6	CCN(CC)CCN(Cc1cc2cc3c(cc2[nH]c1=O)OCCO3)C(=S)NCCCOC	2	1	-1	3	0.0	14	0	5
7	COc1cccc(-c2cnc3c(c2)C(=O)N([C@H](C)CO)C[C@H](C)[C@H](CN(C)C(=O)Nc2ccccc2F)O3)c1	4	-3	15	-2	-1.0	7	2	2
8	CCc1noc(C)c1C(=O)Nc1nc(-c2ccc(F)cc2)c(C)s1	-2	-7	-5	-9	0.0	x	0	1
9	NC(=O)c1cccc2c1-c1ccccc1/C2=N/NC(N)=S	-1	-4	-16	-2	-0.1	x	x	1
10	COC(=O)c1ccc(C(=O)OC)c(NC(=S)N2CCN(c3cccc(Cl)c3)CC2)c1	x	16	4	x	0.3	-2	0	x
11	C[C@@H]1CCCCO[C@@H](CN(C)C(=O)CCC(F)(F)F)[C@H](C)CN([C@@H](C)CO)C(=O)c2cc(NC(=O)Nc3ccccc3)ccc2O1	-2	9	x	-1	0.1	10	1	2
12	CC(C)c1c(C(=O)N/N=C/c2ccc(OCc3ccc(F)cc3)cc2)nnn1-c1nonc1N	-3	-54	-21	1	-0.1	6	-2	-3

Among those listed so far, these have a halogen:
nr	canonical_smiles	ERAP1 inh	LGR2 antag	Statin myotox sup	S100A4 inh HTS	Xi reactivation	PGC1a acetyl inh	Cneo AK release	SIRT5 inh
7	COc1cccc(-c2cnc3c(c2)C(=O)N([C@H](C)CO)C[C@H](C)[C@H](CN(C)C(=O)Nc2ccccc2F)O3)c1	4	-3	15	-2	-1.0	7	2	2
8	CCc1noc(C)c1C(=O)Nc1nc(-c2ccc(F)cc2)c(C)s1	-2	-7	-5	-9	0.0	x	0	1
10	COC(=O)c1ccc(C(=O)OC)c(NC(=S)N2CCN(c3cccc(Cl)c3)CC2)c1	x	16	4	x	0.3	-2	0	x
11	C[C@@H]1CCCCO[C@@H](CN(C)C(=O)CCC(F)(F)F)[C@H](C)CN([C@@H](C)CO)C(=O)c2cc(NC(=O)Nc3ccccc3)ccc2O1	-2	9	x	-1	0.1	10	1	2
12	CC(C)c1c(C(=O)N/N=C/c2ccc(OCc3ccc(F)cc3)cc2)nnn1-c1nonc1N	-3	-54	-21	1	-0.1	6	-2	-3

Ordered by molecular weight (smallest number first): some entries from above.
nr	canonical_smiles	ERAP1 inh	LGR2 antag	Statin myotox sup	S100A4 inh HTS	Xi reactivation	PGC1a acetyl inh	Cneo AK release	SIRT5 inh
5	COc1ccc(CNC(=O)c2cc(=O)c3cc(C)c(C)cc3o2)cc1	-3	-9	1	0	0.1	x	6	-2
4	CCN1CCN(C(=O)CCc2nnc(CCCCc3ccccc3)o2)[C@@H](C)C1=O	-2	13	x	2	0.0	x	x	-8
11	C[C@@H]1CCCCO[C@@H](CN(C)C(=O)CCC(F)(F)F)[C@H](C)CN([C@@H](C)CO)C(=O)c2cc(NC(=O)Nc3ccccc3)ccc2O1	-2	9	x	-1	0.1	10	1	2

(next part)
nr	canonical_smiles	ERAP1 inh	LGR2 antag	Statin myotox sup	S100A4 inh HTS	Xi reactivation	PGC1a acetyl inh	Cneo AK release	SIRT5 inh
13	COc1ccc(CN(C)C[C@@H]2OCCCC[C@H](C)Oc3ccc(NS(=O)(=O)c4c(C)noc4C)cc3C(=O)N([C@@H](C)CO)C[C@@H]2C)cc1	x	-8	x	x	-1.0	2	1	x
14	CC1CCN(S(=O)(=O)c2cccc(C(N)=O)c2)CC1	2	-1	-3	2	0.0	2	0	-9
15	Fc1ccc(C2=NOC(c3nnc(-c4ccccc4)o3)C2)cc1 (centres undefined)	-3	-14	35	0	0.0	2	0	x
16	O=C(CCC(=O)N1CCOc2ccccc21)NCCCN1CCOCC1	2	3	-7	1	-0.1	6	-2	0
17	Cc1ccc(N(CC(=O)N2CCOCC2)S(C)(=O)=O)cc1	-1	9	3	-1	0.0	11	x	-4
18	COc1ccc(CNC(=O)CCOc2ccc(C(C)(C)C)cc2)cc1	x	3	104*	x	x	10	1	x
19	O=C(CN1C(=O)CNC1=O)Nc1ccc(Cl)cc1	-1	-21	-4	-2	0.0	7	-2	-1
20	CNC[C@H]1Oc2ccc(NS(=O)(=O)c3cn(C)cn3)cc2CC(=O)N([C@@H](C)CO)C[C@@H]1C	2	-5	15	4	-0.2	-5	-1	x
21	O=C(O)c1ccccc1Nc1ccc([N+](=O)[O-])cc1C(=O)O	7	6	x	3	-0.1	3	7	4
22	O=C(CSc1nnc(NC(=O)c2ccccc2F)s1)NC1CC1	3	-11	5	1	0.3	0	2	0
23	C[C@H]1CN([C@@H](C)CO)C(=O)c2cccc(NS(=O)(=O)c3ccc(F)cc3)c2O[C@H]1CN(C)Cc1ccncc1	3	11	14	-40	0.1	10	0	-2
24	CCCCOC(=O)Nc1ccc(S(=O)(=O)Nc2ncccn2)cc1	10	17	x	18	0.2	8	x	-6
25	C[C@H](CO)N1C[C@H](C)[C@@H](CN(C)C(=O)NC2CCCCC2)Oc2ccc(N(C)C)cc2C1=O	-3	6	0	-1	0.1	3	-2	-3
26	CC1CN(C(=S)SCC(=O)c2ccc(Cl)cc2)CC(C)O1 (centres undefined)	2	x	x	0	0.1	x	x	-7
27	CCC(=O)Nc1cc(=O)[nH]c2nc(-c3ccc(Cl)cc3)nn12	-7	-4	-8	-9	0.1	-8	-7	-2
28	O=C(NC1CCCCCC1)c1cc2c(=O)n3ccccc3nc2s1	0	-49	-16	-1	-0.1	33	2	-4
29	O=C(Nc1ccc(F)cc1)N1CCCCCC1	-3	6	-1	-4	0.2	-2	-1	1
30	O=C(/C=C/c1ccc(Br)o1)NC(c1ccccc1)c1ccccc1	2	13	x	1	0.1	x	0	-3
31	COc1ccc(NC(=O)Nc2ccc3c(c2)C(=O)N([C@@H](C)CO)C[C@@H](C)[C@@H](CN(C)S(=O)(=O)c2ccc(C)cc2)O3)cc1	0	10	-56	-16	0.2	2	2	19*
32	COc1cccc(CNC(=O)C[C@H]2C=C[C@H](NC(=O)C3CC3)[C@H](CO)O2)c1	-3	-9	-6	2	-0.7	1	1	-1
33	COCCN1Cc2cccc(C(=O)NCc3ccccc3OC)c2C1=O	x	-5	8	x	x	-8	0	x
34	CN(C)CC(=O)N[C@H]1CC[C@@H](CCn2cc(C3CCCC3)nn2)O[C@H]1CO	-1	3	12	5	0.0	-1	38	2
35	CCCNC(=O)C[C@@H]1CC[C@@H]2[C@@H](COc3ccc(NC(=O)c4cccc(Cl)c4)cc3C(=O)N2C)O1	x	-3	2	x	0.2	5	x	x
36	CCOC(=O)[C@]12CCC=C1N(CCC1=CCCCC1)C(=O)[C@H](CC(=O)NCc1cccs1)C2	-4	-2	x	0	0.1	x	x	3
37	CC(=O)Oc1ccc(C(=O)Nc2cccc(C(=O)c3ccc(C)c(C)c3)c2)cc1	-3	9	-44	-1	0.8	-6	0	-1
38	C[C@@H]1CN([C@@H](C)CO)C(=O)c2cc(N(C)C)ccc2O[C@@H](C)CCCCO[C@H]1CN(C)Cc1ccc(C(F)(F)F)cc1	6	16	x	-20	0.2	19	4	0
39	C[C@H](NC(=O)C[C@H]1C[C@H]2c3cc(NC(=O)C4CCOCC4)ccc3O[C@H]2[C@@H](CO)O1)c1ccccc1	-2	-9	-2	13	0.1	1	2	-3
40	Cc1ccc(S(=O)(=O)CCC(=O)OCc2nnc(-c3ccccc3Br)o2)cc1	2	-5	4	-7	-0.9	x	-7	0
41	COc1ccc(NC(=O)N(C)C[C@@H]2OCCCC[C@H](C)Oc3ccc(NS(C)(=O)=O)cc3C(=O)N([C@H](C)CO)C[C@H]2C)cc1	1	4	x	-1	-0.1	-2	x	3
42	Cc1ccc2occ(/C=N/NC(=O)c3ccncc3)c(=O)c2c1	4	16	0	3	0.2	x	2	-2
43	COc1ccc(C)cc1-n1nnnc1SCC(=O)NNC(=O)c1ccc([N+](=O)[O-])cc1	0	29	5	0	0.0	9	x	-4
44	O=C(COC(=O)c1ccc(F)cc1Cl)Nc1cccc(S(=O)(=O)N2CCOCC2)c1	-4	4	1	-4	0.1	-1	0	0
45	CCOC(=O)c1c(C)c(C(=O)NCC2CCCO2)c(C)n1C (centres undefined)	x	-19	-4	x	x	9	0	x
46	COCC(=O)N1C[C@H](C)[C@H](OC)CN(C)C(=O)c2cc(NC(=O)c3cnccn3)ccc2OC[C@H]1C	-1	27	-9	-28	-0.4	5	-4	-5
47	COc1ccc2ccccc2c1CNC(C)CCc1ccccc1 (centres undefined)	4	1	-9	-7	0.2	-5	-9	-5
48	COCCCn1c(C(=O)Nc2ccc3c(c2)OCO3)cc2c(=O)n3cccc(C)c3nc21	-1	-7	-122	30	-0.1	-5	2	x
49	CC(=O)Nc1c(C)cc(OCC(=O)O)cc1C	-1	5	2	1	0.1	1	0	-2
50	COc1cccc(C#Cc2ccc([C@H]3[C@@H](CO)N4C(=O)CN(C(=O)Cc5cccnc5)C[C@@H]34)cc2)c1	-4	-5	x	1	0.2	-8	x	6

This is a subset; count on the stated rates, not on these rows.
